Screens deposited in PubChem by Sanford-Burnham Center for Chemical Genomics.
TAG inh = reduces triacylglycerol accumulation in H9c2 cells; Nile Red lipid (TAG) fluorescence; cells loaded with 200 µM oleic acid; inhibition, % at 12.5 µM; 230,000 compounds, 0.66% hits; AID 651582;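 active = pattern-corrected inhibition of lipid staining of at least 50% with the nuclear-stain viability signal not falling by more than 50%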;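 also: 0% = DMSO wells and 100% = triacsin C control wells; some results filed as inactive read as strong as hits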
TAG inh DAPI viability = also measured in TAG inh; calls as there; DAPI nuclei signal change (viability), lower = more cytotoxic, %;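 whole-well DAPI fluorescence read on a plate reader as a viability signal; minus 50 percent equals half of cells still viable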
The depositor's hits bear a star. Some of the compounds tested. The share of hits here may be higher or lower than overall.

Compound | TAG inh | TAG inh DAPI viability
COc1ccc(CN2C[C@@H](CO)O[C@@H](n3cnc4c(N5CCOCC5)ncnc43)C2)cc1 | 11 | -8
Cc1ccccc1Cn1c(C)c(C(=O)NCc2ccc(Cl)c(Cl)c2)sc1=O | -6 | -14
Cc1nnsc1C(=O)NNC(=O)Nc1ccccc1 | 19 | -11
COc1cccc(NC(=O)CN(C)C(=O)c2c(-c3c(F)cccc3Cl)noc2C)c1 | 13 | -4
COC(=O)[C@]1(CC(C)C)N[C@H](c2ccc(-c3ccc(F)cc3)c(OC)c2)[C@@H]2C(=O)N(C)C(=O)[C@@H]21 | 36 | -3
O=C(CCc1ccc(O)c(O)c1)N/N=C/c1ccc2c(c1)OCO2 | 7 | -8
Cc1ccc(C)c(Cn2c(C(=O)OC(C)C)cc3c2ccn3C)c1 | 7 | 6
O=C(O)COc1c(-c2ccc(Cl)cc2)oc2ccccc2c1=O | -1 | 8
COc1cccc(C(=O)Nc2cc(C(=O)NCc3ccc(C)cc3)ccc2N2CCC3(CC2)CC(c2ccccc2)=NO3)c1 | 4 | -6
CN1C(=O)[C@H]2[C@@H](/C=C/c3ccccc3)N3C(=O)CN(Cc4ccccn4)C(=O)[C@@]3(C)[C@H]2C1=O | -8 | -2
N#CC(=C(O)CN1CCN(c2ccccc2F)CC1)c1nc(-c2ccccc2)cs1 | 11 | 2
COc1ccccc1CN1CC(C(=O)NCCn2nc(C)cc2C)CCC1=O (stereo not drawn) | 11 | -4
COc1ccc(/C=N/N=C/c2ccc(OC)c(O)c2)cc1O | -23 | 2
O=C(NCCc1ccc(F)cc1)C1CCN(C(=O)Nc2ccccc2)CC1 | 21 | 6
CCNC(=O)N1CCNC(=O)C1CC(=O)OC (stereo not drawn) | -3 | 5
COc1ccc(NC(=O)N2CCOCC2)cc1OC | 5 | -1
CCn1c2ccccc2c2cnc(N=CN(C)C)c(C#N)c21 | 8 | 2
O=C(CNC(=O)c1ccccc1Cl)OC1CCOC1=O (stereo not drawn) | 0 | -5
O=c1cc(N2CCOCC2)[nH]c(=O)n1-c1ccc(Cl)cc1 | -12 | 4
Cc1nn(-c2ccccc2)nc1C(=O)c1c(C)[nH]n(-c2ccccc2)c1=O | 0 | -1
CC1CCCC(C)N1C(=O)CSc1nnc(NC(=O)Cc2cccs2)s1 (stereo not drawn) | 0 | 3
O=C(NNC(=O)c1ccccc1F)c1ccc(S(=O)(=O)N2CCCCC2)cc1 | 8 | -4
O=C(Cn1c(=O)cnc2ccccc21)N1CCN(S(=O)(=O)c2cccc([N+](=O)[O-])c2)CC1 | 4 | -5
CN(C)S(=O)(=O)c1ccc(Cl)c(NC(=O)CSc2nnnn2-c2ccc(O)cc2)c1 | 12 | 8
CCOC(=O)c1cc2c(=O)n3ccccc3nc2n(Cc2ccccc2)c1=N | -3 | 51

Nothing new here: 2 of the compounds above.
Compound | TAG inh | TAG inh DAPI viability
COc1ccc(CN2C[C@@H](CO)O[C@@H](n3cnc4c(N5CCOCC5)ncnc43)C2)cc1 | 11 | -8
Cc1ccccc1Cn1c(C)c(C(=O)NCc2ccc(Cl)c(Cl)c2)sc1=O | -6 | -14

The listing continues:
Compound | TAG inh | TAG inh DAPI viability
Cc1csc2ncc(C(=O)N3CCc4ccccc43)c(=O)n12 | -2 | 1
CCOC(=O)C1CCN(c2c(NCCC(C)C)c(=O)c2=O)CC1 | -10 | -8
O=S(=O)(c1ccccc1)N1CCCCC1CCc1ccccc1 (stereo not drawn) | -13 | 10
O=C(COC(=O)Cc1ccc(F)cc1)Nc1ccc(Cl)cn1 | -7 | 0
Cn1c(=O)cc(SCC(=O)NCC2CCCO2)c2ccccc21 (stereo not drawn) | -8 | -13
COc1cc(OC)cc(C(=O)Nc2nc(CC(=O)NCc3ccccc3OC)cs2)c1 | -8 | 0
Cc1cc(C)c(C(=O)COC(=O)c2ccc(NC(=O)CC#N)cc2)cc1C | 5 | 1
CCOC(=O)[C@@H]1[C@H]2COc3ccc(Br)cc3[C@@H]2N2C(=O)N(c3ccc(C(F)(F)F)cc3)C(=O)[C@@]12C | 52* | 2.9*
C=C1CN(CC(=O)OC)S(=O)(=O)c2ccccc21 | -24 | 2
O=[N+]([O-])c1ccc(-c2nnc(-c3ccccc3)c(N3CCOCC3)n2)cc1 | 14 | -1
CCOC(=O)c1ccc(NC(=S)NCCCN2CCCC2=O)cc1 | 6 | 5
COc1ccc(CC(=O)NNC2=Nc3cccc4cccc2c34)cc1OC | 5 | -3
COc1ccc(C(CNC(=O)C(C)Oc2ccc(Br)cc2)N2CCCC2)cc1 (stereo not drawn) | 4 | 3
CC(=O)N1CCN(c2ccc(NCc3ccc(F)cc3)cc2)CC1 | 20 | -5
O=C(OCc1cc2ccccc2[nH]c1=O)c1ccccn1 | -2 | 5
CCOc1ccc(NC(=O)CN(C)C(=O)Cn2c(=O)oc3ccccc32)cc1OCC | -10 | 8
COc1ccc(-n2c(Cc3cccn3C)nnc2SCC(=O)N2CCOCC2)cc1 | 18 | -4
Cc1ccc2c(c1)COc1c3ccc(C(=O)N[C@@H](CO)C(C)C)cc3nn1-2 | 12 | 5
CC(C)c1ccc(C2OCCCO2)cc1 | -23 | 3
O=C(O)CCCC(=O)NCCc1ccncc1 | -15 | 7
O=C(N/N=C/c1ccncc1)NC12CC3CC(CC(C3)C1)C2 | -3 | 12
CCOc1ccc(C(=O)CCC(=O)Nc2cccc(S(=O)(=O)N3CCCCC3)c2)cc1 | 8 | -9
Cc1ccc(S(=O)(=O)N2CCN(C(=O)COC(=O)CSc3ccccc3)CC2)c(C)c1 | 22 | -7
Cc1ccc(NC(=O)COC(=O)c2ccc(F)cc2Cl)c(Br)c1 | 5 | 1
COc1ccccc1-n1c(CNC(=O)c2ccco2)n[nH]c1=S | 17 | -26

Other structures.
Compound | TAG inh | TAG inh DAPI viability
COc1ccc(C(=O)N2CC(c3ccc(Cl)cc3)CC2=O)cc1 (stereo not drawn) | -28 | 1
COc1cc(C(=O)Nc2cc(C)cc(C)c2)c(-n2cnnn2)cc1OC | -6 | 9
COc1ccc(Nc2ncc(C(=O)N3CCN(c4ccccc4OC)CC3)c3ccccc23)cc1 | 46 | -1
Cc1cc(SCC(=O)N2CCCC2=O)nc2ccccc12 | -16 | 4
CC(C)(CO)CNc1ccn2nccc2n1 | 3 | -14
COc1ccc(N2CCN(C(=O)c3ccc(C)c(Cl)c3)CC2)cc1 | 1 | -4
CCOC(=O)NNc1cc(C(F)(F)F)ccn1 | 5 | 3
COc1cc(/C=N/n2c(-c3cc(C)[nH]n3)n[nH]c2=S)cc(OC)c1O | -1 | 5
O=C(CCc1ccccc1)Nc1cc2c3c(c1)CCC(=O)N3CCC2 | 18 | -1
O=C1[C@@H]2C(c3cccnc3)=NO[C@@H]2C(=O)N1c1ccc2ccccc2c1 | 1 | 9
O=C1C=C(c2cccc(OCc3ccccc3)c2)C[C@@H](c2ccc3c(c2)OCO3)C1 | -25 | -3
O=C(NC(=S)Nc1ccccc1N1CCCCC1)c1ccc(F)cc1Cl | -28 | -9
C#CCN1C=CC(=O)[C@@H](O)[C@H]1c1ccccc1Br | 0 | -11
COCCN(CC(=O)Nc1cccc(C)c1C)C(=O)c1cc(-c2cccs2)nn1-c1ccccc1 | 16 | 0
COc1ccc(Cn2c(C)c(C)c(C#N)c2NC(=O)Nc2cccc(C)c2)cc1 | -4 | -5
COc1cc(C)nc(Oc2ccc(OCCOc3ccccc3)nn2)n1 | 1 | -2
CCCOC(=O)c1ccc(O)c(OC)c1 | 9 | 2
COc1ccc(/C=C/C(=O)OCC(=O)Nc2ccc(S(N)(=O)=O)cc2)cc1OC | -4 | -8
COCCNC(=O)C1(C)CCCN(C(=O)c2cnc3ccccc3n2)C1 (stereo not drawn) | 6 | -5
CCNC(=S)N(CCc1c(C)[nH]c2ccc(C)cc12)Cc1cc(OC)c(OC)c(OC)c1 | 15 | -9
CCCCS(=O)(=O)N1CCCC(C(=O)Nc2ccc3c(c2)CCC3)C1 (stereo not drawn) | -6 | 4
Cc1ccc(C(=O)CSc2nnc(C3CC3)n2C2CC2)s1 | -2 | 0
CC(/C=N/NC(=O)c1ccccc1F)=C\c1ccccc1 | 2 | 2
O=c1nc(SCc2ccc(Cl)cc2)nc(-c2ccccc2)[nH]1 | 8 | -5
O=C(COC(=O)C1=COCCO1)Nc1ccc2c(c1)OCO2 | -6 | -15

The list continues.
Compound | TAG inh | TAG inh DAPI viability
CCN(CC)S(=O)(=O)c1ccc2c(c1)[nH]c(=S)n2CC | 1 | -7
OCCC1CN(Cc2nc3ccccc3s2)CCN1C1CCCC1 (stereo not drawn) | 13 | -3
Cc1cc(-n2c(C)cc(C(=O)COc3ccc(Cl)cc3C(N)=O)c2C)no1 | 1 | 13
CN1C(=O)[C@H]2[C@@H](c3ccc(C(F)(F)F)cc3)N[C@]3(CCCN(CC4CCCCC4)C3=O)[C@H]2C1=O | 10 | -9
Cc1c(Cl)cccc1NC(=O)NCc1ccccn1 | -13 | 5
CCCCn1c(-c2nonc2NC(=O)c2ccccc2Cl)nc2ccccc21 | -17 | 16
COc1cc(N=Nc2ccc(C(=O)N(C)C)cc2)c(C)cc1N | 6 | 0
COc1ccc(C(=O)NC2CCC(O)CC2)cc1S(=O)(=O)NCc1ccc(Cl)cc1 (stereo not drawn) | -1 | 4
O=C(CN1C(=O)C(=O)N(C2CCCC2)C1=O)Nc1ccc(F)cc1F | -2 | -1
O=C(O)c1cccc(N2C(=O)c3cccc4cccc(c34)C2=O)c1 | 1 | -6
COC(=O)N[C@H](c1ccccc1)[C@@]1(C)C[C@@H]1[C@@H](C)C(=O)Nc1ccc2ccccc2c1 | -6 | -12
CCCOc1ccccc1C1NC(=O)NC(C)=C1C(=O)OCCOC (stereo not drawn) | -16 | 2
O=C(O)C1CC=CCC1C(=O)N1CCc2ccccc21 (stereo not drawn) | -13 | 2
Cc1ccc(CN2CCN(Cc3cnc(N(C)C)s3)CC2CCO)o1 (stereo not drawn) | 2 | 6
Cc1nn2c(NCc3ccccn3)cc(C(C)(C)C)nc2c1-c1ccccc1 | -11 | 41
CCCN(Cc1nnc(-c2ccccc2Cl)o1)C(=O)c1ccc(C)c(S(=O)(=O)N2CCOCC2)c1 | -16 | -4
O=C1C=C(c2ccccc2C(F)(F)F)C[C@@H](c2ccc3c(c2)OCO3)C1 | -15 | -1
COC(=O)c1[nH]c2cccc(C)c2c1NC(=O)CN1CCCc2ccccc21 | -14 | 1
CC(=O)C1=C(c2cccc([N+](=O)[O-])c2)N(C(C)=O)n2c(C)nnc2S1 | 1 | 10
COc1ccc2nc3oc(C(=O)N4CCC(C(N)=O)CC4)cc3cc2c1 | -14 | 5
CCOc1ccc(NC(=O)CN2C(=O)COc3ccc(Cl)cc32)cc1 | -6 | -5
COC(=O)[C@@]1(C)[C@H]2C(=O)N(C)C(=O)[C@H]2[C@H]2CN=C(SCc3ccc(C#N)cc3)N21 | -5 | 8
c1ccc(-c2nc3c4ccccc4ccn3c2CN2CCOCC2)cc1 | 6 | -4
O=C(NCC1CC1)c1cccc2c1C(=O)c1ccc(N3CCCC3)cc1S2(=O)=O | -36 | -2
O=[N+]([O-])c1ccc(Nc2ccc(F)cc2)nc1 | -8 | 1

Full records, quoted from the list. Order of screens: TAG inh | TAG inh DAPI viability
Results for `CCn1c2ccccc2c2cnc(N=CN(C)C)c(C#N)c21` → 8 | 2
Results for `c1ccc(-c2nc3c4ccccc4ccn3c2CN2CCOCC2)cc1` → 6 | -4
Results for `O=[N+]([O-])c1ccc(Nc2ccc(F)cc2)nc1` → -8 | 1
Results for `COc1ccccc1-n1c(CNC(=O)c2ccco2)n[nH]c1=S` → 17 | -26
Results for `COc1ccc(N2CCN(C(=O)c3ccc(C)c(Cl)c3)CC2)cc1` → 1 | -4

(next part)
Compound | TAG inh | TAG inh DAPI viability
CCCOC(=O)Cc1n[nH]c(=O)[nH]c1=O | -9 | -7
Cc1ccccc1N1CCN(C(=S)c2ccc(-c3ccc([N+](=O)[O-])cc3)o2)CC1 | 14 | -3
O=C1NC(Cc2ccccc2)C(=O)Nc2ccc(Br)cc21 (stereo not drawn) | 1 | 4
C=CCOc1ccc2ccccc2c1/C=N/O | -5 | 3
COc1ccc(-c2cc(=O)c3cc(OC)c(OC)cc3[nH]2)cc1 | 12 | 11
CCOc1ccc(Cl)cc1-c1cc(C(=O)NCCOC)[nH]n1 | 0 | 0
CCOC(=O)N1CCN(c2nc(=S)n(-c3ccccc3)c(C)c2C(C)=O)CC1 | 10 | 0
COc1ccc(/C=N/NC(=O)c2snnc2C)c(OC)c1OC | 29 | -15
Cc1cccc(NC(=O)Cn2c(O)c(N=NC(=O)c3ccncc3)c3ccccc32)c1 | -1 | -2
O=C(CCCCC(=O)OCC1CCCO1)OCC1CCCO1 (stereo not drawn) | 21 | -6
CCN(C[C@H]1N[C@@](Cc2ccccc2)(C(=O)OC)[C@H]2C(=O)N(C)C(=O)[C@@H]12)C(=O)c1ccc(C(C)(C)C)cc1 | 7 | 0
Cc1cc(C)n(CC(C)NC(=O)c2cc(COc3c(F)cccc3F)on2)n1 (stereo not drawn) | -9 | 5
COc1c(C=NNC(N)=O)c(OC)c(OC)c2c1CCO2 | 9 | 3
CCS(=O)(=O)N1CCCC(C(=O)NCc2ccccc2Cl)C1 (stereo not drawn) | -7 | 7
CCN(CC)C(=O)/C=C/c1ccccc1 | 14 | -8

Entries listed so far containing a COOH group, in the order listed:
Compound | TAG inh | TAG inh DAPI viability
O=C(O)COc1c(-c2ccc(Cl)cc2)oc2ccccc2c1=O | -1 | 8
O=C(O)CCCC(=O)NCCc1ccncc1 | -15 | 7
O=C(O)c1cccc(N2C(=O)c3cccc4cccc(c34)C2=O)c1 | 1 | -6
O=C(O)C1CC=CCC1C(=O)N1CCc2ccccc21 (stereo not drawn) | -13 | 2
